# High-throughput results as filed in PubChem BioAssay.
# MT1-MMP txn act – MT1-MMP promoter transcription activation; AID 750; 86,000 tested, 0.16% active; activation factor at 10 µM; HT1080 MT1-MMP promoter luciferase reporter, luminescence, overnight; stronger effect = higher value;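 active = activation factor of at least 2 for MT1-MMP transcription at 10 µM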
# FAK blocker – inhibitors of human focal adhesion kinase. Q05397. biochemical FAK kinase activity assay. inhibition, %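 (tested at 7 µM)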. 97,000 tested, 0.84% active; in the data active = inhibition above about 19%;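 also: 0% = DMSO and 100% = reference compound high control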
# ERb coact inh – ER-beta (human) coactivator binding inhibition. Q92731. TR-FRET ER-beta LBD / SRC1-Cy5 peptide binding; receptor agonist-loaded with 1 µM estradiol. inhibition, % at 25.6 µM. 86,000 tested, 1.3% active. AID 633;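 active = compounds whose percent inhibition of the receptor-coactivator binding signal exceeds about 50% in the single-dose screen, limit read from the data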;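 also: 0% = receptor plus peptide wells without compound and 100% = peptide-only wells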
# ERa SRC1 pot – enhances coactivator binding to human estrogen receptor alpha | P03372 | coactivator binding (% of control), % at 25.6 µM | TR-FRET ERalpha-LBD/SRC-Cy5 coactivator binding, 2 h; 100 = basal binding, no effect | 86,000 tested, 1.3% active; in the data active = activity above about 200%;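 also: binding measured in presence of low estradiol as agonist stimulus; 0% = peptide alone without receptor and 100% = receptor with peptide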
# Target sequence (P03372 whole entry, looked up, the tested form may be a part): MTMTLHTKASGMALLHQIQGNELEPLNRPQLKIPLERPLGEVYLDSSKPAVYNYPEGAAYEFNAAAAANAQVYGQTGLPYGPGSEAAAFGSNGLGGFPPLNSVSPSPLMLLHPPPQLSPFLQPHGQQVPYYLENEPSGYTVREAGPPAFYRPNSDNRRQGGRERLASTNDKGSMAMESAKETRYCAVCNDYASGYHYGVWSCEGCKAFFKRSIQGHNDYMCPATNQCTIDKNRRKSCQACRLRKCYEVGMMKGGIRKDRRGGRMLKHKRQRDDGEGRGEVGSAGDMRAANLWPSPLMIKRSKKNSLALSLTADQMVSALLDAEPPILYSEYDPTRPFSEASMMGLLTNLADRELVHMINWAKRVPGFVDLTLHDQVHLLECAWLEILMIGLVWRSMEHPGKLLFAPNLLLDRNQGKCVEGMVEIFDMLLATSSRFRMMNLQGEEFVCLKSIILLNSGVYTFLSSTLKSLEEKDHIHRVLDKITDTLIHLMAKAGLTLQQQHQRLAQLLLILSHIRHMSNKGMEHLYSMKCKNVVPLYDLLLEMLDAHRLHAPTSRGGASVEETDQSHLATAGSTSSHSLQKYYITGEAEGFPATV
# CD11b adhes inh – blocks human CD11b/CD18 adhesion to fibrinogen; P05107+P11215; K562 CD11b/CD18 adhesion to fibrinogen, ATPlite luminescence; Mn2+ added to activate the integrin; inhibition, % at 10 µM; 93,000 tested, 0.54% active; AID 1497;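 active = primary inhibition of 50% or more at 10 µM, then 40% or more on retest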; also: some results filed as inactive read as strong as hits
# Ecoli WT expand – blocks growth of wild type E. coli BW25113. OD600 absorbance. growth inhibition, % at 100 µM. 98,000 tested, 0.15% active. AID 710;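 active = growth inhibition above about 50% at one test dose, limit read from the data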;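 also: growth measured after 20 h incubation at 37 °C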
# ERa SRC1 inh – ER-alpha (human) coactivator binding inhibition; P03372; TR-FRET ER-alpha LBD / SRC-1 peptide, estradiol-bound; inhibition, % at 25.6 µM; 86,000 tested, 1.7% active; in the data active = inhibition above about 50%;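 also: 0% = receptor plus peptide control and 100% = peptide only without receptor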
# CD11b adhes enh – increases human CD11b/CD18 adhesion to fibrinogen | P05107+P11215 | K562 CD11b/CD18 adhesion to fibrinogen, ATPlite luminescence | activation, % at 10 µM | 93,000 tested, 0.07% active | AID 1499;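 active = 10 µM primary screen giving 50% or more activity, confirmed by 40% or more on retest at that dose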; also: strong numbers were not always called active; reference of the scale not given here
# PLAP activator – activators of human placental alkaline phosphatase; P05187; activation fold at 20 µM; 96,000 tested, 1.2% active; purified PLAP enzyme, luminescent substrate read-out; stronger effect = higher value; AID 696; in the data active = activation fold above about 2
# * hit, by the source's call; . = not tested or not shown; [ ] = another dose, or the depositor's remark. Compounds were not picked by outcome. Share with any hit: about 5.1%.
SMILES,CD11b adhes enh,ERa SRC1 inh,ERa SRC1 pot,ERb coact inh,Ecoli WT expand,PLAP activator,MT1-MMP txn act,CD11b adhes inh,FAK blocker
O=C(NCc1ccccc1Cl)c1ccc2c(=O)n(CCCN3CCCC3=O)c(=S)[nH]c2c1,.,16.2[fluorescence artefact?],119.0,14.7[fluorescence artefact?],-10.0,1.1,1.2,.,-3.9
Cc1cc(C)c(C)c(OCC(=O)NCC2CCCO2)c1 (stereo unspecified),5.5,-18.1[fluorescence artefact?],122.9[fluorescence artefact?],-4.5,5.0,1.2,1,-20.9,-6.1
Cc1cc2cc(CN(C(=O)C3CC3)C3CCCC3)c3nnnn3c2cc1C,1.5,10.3,107.4,18.3,-5.0,1.6,0.9,-9.9,.
Cc1cccc(N2C(=O)CC(Sc3nc(-c4ccccc4)c4cc(Cl)ccc4n3)C2=O)c1 (stereo unspecified),5.4,.,.,.,-7.0,0.8,.,-11.0,8.6
Cc1sc2ncnc(NCC3CCCO3)c2c1C (stereo unspecified),.,-6.2,96.0,-15.8,2.0,1.2,1,.,-0.9
CCCCCn1c(CCNC(=O)CCC)nc2ccccc21,1.1,0.4,119.7[fluorescence artefact?],-2.4,-6.0,1,1.1,-8.6,-7.0
CCOc1ccc(/C=N/NC(=S)Nc2c(C)cccc2C)cc1,-4.9,-4.2,111.4,2.3,5.0,1.1,1.1,0.9,-2.9
Cc1ccc(C(=O)N2C3C=CC(C3)C2(C(F)(F)F)C(F)(F)F)cc1 (stereo unspecified),.,-1.6,93.2,-5.7,10.0,1,1,.,-5.1
CCN(CC)S(=O)(=O)c1cc(NC(=O)C(=O)c2c(-c3ccccc3)cc3ccccn23)ccc1C,-4.7,13.2,103.7,-6.9,-16.0,1.5,1.1,24.1,-1.7
COCc1nnc(NC(=O)c2ccc(NC(C)=O)cc2)s1,.,-1.6,98.5,8.9,.,.,1.1,.,-2.9
COc1ccc(C(=O)c2nc3c(n2O)CCCC3)cc1OC,-2.7,7.5,107.6,3.7[fluorescence artefact?],3.0,0.7,1.1,-26.5,0.1
CS(=O)(=O)N1CC(C(=O)NN)Oc2ccc(Cl)cc21 (stereo unspecified),-1.1,.,.,.,-4.0,0.9,.,-3.2,2.1
CC1CCN(S(=O)(=O)c2ccc3c(c2)CCN3C(=O)CCC(=O)O)CC1,.,3.2[fluorescence artefact?],118.5,-8.6,-4.0,1.2,1.1,.,-1.9
COC(=O)c1ccc(Cn2c(CN3CCOCC3)nc3ccccc3c2=O)o1,3.1,0.8[fluorescence artefact?],121.2,4.7,-6.0,1.4,1,5.3,0.3
CCCc1c(O)nc(SCCN(CC)CC)[nH]c1=O,-5.0,-5.8,106.7,-4.7,0.0,0.8,1.2,-4.8,-0.1
CN1CCN(CCCNc2nc3ccccc3c3nc(-c4ccccc4)nn23)CC1,.,-4.9,123.4,-9.8,.,.,1.1,.,.
Fc1ccccc1CSc1nc2ccccc2[nH]1,-2.8,-5.4,92.8,0.3,16.0,1,0.6,-18.1,2.0
COc1ccc(OC)c(S(=O)(=O)N2CCCC(C)C2)c1 (stereo unspecified),.,-16.2,100.4,-6.5,.,.,1.1,.,0.5
COc1ccc(C2NCCc3cc(OC)c(OC)cc32)cc1OC (stereo unspecified),-3.2,-1.8,131.4,-3.3,.,1.1,1.2,-8.6,.
c1ccc(-c2noc(CSc3nnc(Cc4cccs4)n3-c3ccccc3)n2)cc1,.,1.2,106.1,-1.9,-7.0,.,1.1,.,-1.6
O=C(Nc1cccnc1)C1OCCc2ccccc21 (stereo unspecified),0.5,-20.1,90.8,-16.6,8.0,1.2,1.1,0.4,-2.7
CCC(C)NCCOc1ccc(Br)cc1 (stereo unspecified),-1.3,8.4,105.7,-8.7,14.0,0.7,1.1,3.1,0.1
CCOc1ccc(C2CC(c3cccc(OC)c3)Nc3nc(N)nn32)cc1 (stereo unspecified),-1.4,3.1,97.2,-9.8,3.0,1.4,1,2.5,-1.5
O=C(c1cccc(S(=O)(=O)N2CCCC2)c1)N1CCN(c2ccccc2F)CC1,-0.5,-2.3,98.7,-5.5,0.0,1.5,0.9,-4.7,34.9*
CCOC(=O)c1cn(-c2ccccc2)nc1-c1ccncc1,3.5,-7.0,93.4,-3.6,-18.0,1,1.1,5.8,2.4
CCN(Cc1cc2ccccc2[nH]c1=O)C(=O)C1CCCCC1,1.5,16.4,101.9,10.2,2.0,1.1,1.2,5.6,2.0
COc1ccc(OC)c(C2C(C(=O)Nc3cccnc3)=C(C)NC3=C2C(=O)CCC3)c1 (stereo unspecified),-3.3,-2.2[fluorescence artefact?],92.9,9.5,-1.0,1.1,1.1,-30.1,0.5
Cc1cc(NC(=O)CSc2nc3ccccc3c(=O)n2CCCC(=O)NCc2ccco2)n[nH]1,.,-4.3,99.8,5.9,-7.0,1.7,1.2,.,-3.7
Cc1ccccc1NS(=O)(=O)c1cc(C(=O)N2CCCC2)ccc1C,-1.0,1.3[fluorescence artefact?],102.0,-4.2,10.0,1.3,1.1,-22.7,4.5
Cc1ccc(S(=O)(=O)N2CCN(Cc3nc4ccccc4n3C)CC2)cc1,1.3,-0.7,97.2,0.1,2.0,1.2,1.1,-6.6,0.1
COC(=O)c1ccc(NC2CC(=O)N(c3ccccc3C)C2=O)cc1 (stereo unspecified),-2.6,.,.,.,-7.0,0.9,.,2.7,0.1
COc1ccc2c(=O)c(-c3ccccc3C)c(C)oc2c1,3.8,-5.3,94.4,3.3,4.0,1,1.1,3.5,3.5
c1ccc2c(c1)CC1(CCCC1)n1nnnc1-2,0.9,6.9[fluorescence artefact?],124.1,5.5[fluorescence artefact?],0.0,0.9,1.2,0.3,1.5
CCOC(=O)c1[nH]c2cc3c(cc2c1CCCN1C(=O)c2ccccc2C1=O)OCCO3,-9.0,11.2,87.2,5.7[fluorescence artefact?],-16.0,1.1,1.2,14.8,3.2
O=C(CN1C(=O)c2ccccc2S1(=O)=O)Nc1ccc(S(=O)(=O)N2CCCCCC2)cc1,-2.0,-4.3,106.0,-1.1,-4.0,1.2,1,-14.8,3.1
CCOC(=O)NC1(Nc2ccc(Cl)cn2)Oc2ccccc2O1,-1.6,-1.8[fluorescence artefact?],84.6[fluorescence artefact?],17.9[fluorescence artefact?],8.0,0.6,1.1,0.5,4.0
CCOCCCNC(=O)c1c(C)c(C(=O)OCC)n(C)c1C,0.3,4.5,110.7[fluorescence artefact?],-3.9,-4.0,1.3,1,2.0,.
Cn1c(CCCCCN)nc2ccccc21,1.3,4.7[fluorescence artefact?],94.8,4.0[fluorescence artefact?],11.0,1.8,1,-8.5,-0.1
CCCNC(=O)N1CCN(C(=O)NCCC)CC1,-0.3,-9.7,112.1,9.9,5.0,0.9,.,-21.7,-3.6
Cc1ccc(-c2n[nH]c(=S)n2/N=C/C=C/c2ccccc2[N+](=O)[O-])cc1,-4.1,52.7*[fluorescence artefact?],322.8*,46.6[fluorescence artefact?],-6.0,1.9,1.2,7.5,14.7
CCN(CC)c1ccc(NC(=O)/C=C\c2ccccc2Cl)cc1,-3.1,.,.,.,-13.0,0.7,.,17.9,7.9
CCOc1cc(C2C(C#N)=C(N)OC(C)=C2C(C)=O)c(Br)c(Br)c1OC(C)C (stereo unspecified),.,0.7,76.8,6.2,.,.,1,.,2.5
COc1ccc(C(=O)Nc2ccc(N3CCN(c4ccc(OC)cc4)CC3)c(C#N)c2)cc1,62.3,17.5,100.3,44.9,-10.0,1.1,1.1,14.1,.
Cc1ccc(CN/C=C/C(=O)c2ccc(Br)cc2)cc1,-3.8,9.6,85.6[fluorescence artefact?],20.7[fluorescence artefact?],1.0,1,1.1,5.7,7.3
COc1ccc2c(=O)c3c(=O)n(Cc4ccco4)c(-c4ccco4)nc3oc2c1,-1.7,75.2*[fluorescence artefact?],48.8[fluorescence artefact?],60.3*,-11.0,0.9,1.2,2.7,9.8
COC(=O)CC1Nc2ccccc2SC1=O (stereo unspecified),-5.0,3.7,123.7,11.4,6.0,0.8,1,-27.1,-7.2
O=C(OCc1ccc(F)cc1Cl)c1ccccn1,-1.7,19.8,86.0[fluorescence artefact?],20.2,9.0,1,1.1,3.3,-1.5
Cc1ccccc1NC(=O)Cn1cnc2c(oc3ccccc32)c1=O,-3.9,23.0[fluorescence artefact?],80.4,20.8,-7.0,0.8,1.1,1.5,0.0
Cc1cc(=O)[nH]c2c(C)c(N)ccc12,4.1,-0.5,121.9[fluorescence artefact?],-2.8,7.0,1,1.1,-14.3,-0.7
O=C(N/N=C/c1ccc[nH]1)c1sc2ccccc2c1Cl,-3.1,.,.,.,4.0,1.2,.,15.4,2.1
COc1ccc(-n2cnc3cc(N)ccc32)cc1,.,-14.5,99.4,-10.1,.,.,1.3,.,1.1
CC(CCN(C)C)OC(=O)c1ccc(C(C)c2ccccc2)o1 (stereo unspecified),-2.3,-0.8,120.3,4.4,-14.0,1.6,1.1,-7.8,-3.5
Cc1ccc(S(=O)(=O)NC2=NCN(Cc3ccccc3)CN2)cc1,0.5,-0.1[fluorescence artefact?],117.2,-1.6[fluorescence artefact?],4.0,1.1,1.2,-4.6,-2.5
O=c1c2ccccc2n(Cc2ccccc2F)c(=O)n1Cc1ccccc1F,-4.7,-6.6,105.8,-1.3,-13.0,1,1.2,7.8,-0.4
O=C1c2[nH]nc(-c3ccccc3O)c2C(c2ccccc2F)N1Cc1ccco1 (stereo unspecified),5.4,9.8,52.5,7.7,6.0,1.6,1.2,-13.3,10.5
C=C1c2ccc(C)cc2NC(=O)N1c1ccccc1,-3.8,-6.3,76.8[fluorescence artefact?],6.5,1.0,1.4,1.3,-8.7,-0.8
Cc1sc2ncn(CC(=O)OCC(=O)NC(C)(C)C)c(=O)c2c1C,2.2,-2.2,112.8[fluorescence artefact?],-2.0,-7.0,1.1,1,-3.8,4.6
CCCCCc1nc2c(=O)n(C)c3ccccc3c2o1,-0.5,6.2,89.0,-3.7,10.0,1.2,1.6,1.3,0.2
CCCSc1nc2c(cnn2-c2ccccc2)c(=O)[nH]1,-1.0,-5.6,201.1*,13.4,-9.0,1.2,1,-40.1,.
CCn1cc(C2=NC(C(C)C)CO2)c2ccccc21 (stereo unspecified),5.6,0.5,100.4,-19.2[fluorescence artefact?],6.0,1.2,1.3,4.6,.
CC1CCN(S(=O)(=O)c2ccc3c(c2)oc(=O)n3CC(=O)N2c3ccccc3CC2C)CC1 (stereo unspecified),1.0,36.3,87.4[fluorescence artefact?],17.3[fluorescence artefact?],-1.0,1.2,1.2,-6.5,0.6
CSc1cccc(NS(=O)(=O)c2ccc(F)cc2)c1,0.2,-10.0,115.9,-10.3,24.0,1.3,1.1,24.5,1.2

# Part of the list above in order of SMILES length, smallest number first.
SMILES,CD11b adhes enh,ERa SRC1 inh,ERa SRC1 pot,ERb coact inh,Ecoli WT expand,PLAP activator,MT1-MMP txn act,CD11b adhes inh,FAK blocker
CSc1cccc(NS(=O)(=O)c2ccc(F)cc2)c1,0.2,-10.0,115.9,-10.3,24.0,1.3,1.1,24.5,1.2
O=C(N/N=C/c1ccc[nH]1)c1sc2ccccc2c1Cl,-3.1,.,.,.,4.0,1.2,.,15.4,2.1
O=C1c2[nH]nc(-c3ccccc3O)c2C(c2ccccc2F)N1Cc1ccco1 (stereo unspecified),5.4,9.8,52.5,7.7,6.0,1.6,1.2,-13.3,10.5
COc1ccc(C(=O)Nc2ccc(N3CCN(c4ccc(OC)cc4)CC3)c(C#N)c2)cc1,62.3,17.5,100.3,44.9,-10.0,1.1,1.1,14.1,.
